PAD4 FP inh: human PAD4 inhibitors, primary screen, biochemical, fluorescence polarization, 1536-well format; Protein-arginine deiminase type-4 (Homo sapiens), Q9UM07; recombinant PAD4, RCA probe fluorescence polarization; inhibition, % at 6.36 µM; hit rate 0.41% among 330,000; AID 485272, 2010;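 active means percent inhibition above a cutoff equal to the mean of all tested compounds plus 3 SD, cut at about 15% in these data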;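 further: 0% = PAD4 with RCA probe and DMSO and 100% = probe without PAD4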
Target sequence (Q9UM07 whole entry, looked up): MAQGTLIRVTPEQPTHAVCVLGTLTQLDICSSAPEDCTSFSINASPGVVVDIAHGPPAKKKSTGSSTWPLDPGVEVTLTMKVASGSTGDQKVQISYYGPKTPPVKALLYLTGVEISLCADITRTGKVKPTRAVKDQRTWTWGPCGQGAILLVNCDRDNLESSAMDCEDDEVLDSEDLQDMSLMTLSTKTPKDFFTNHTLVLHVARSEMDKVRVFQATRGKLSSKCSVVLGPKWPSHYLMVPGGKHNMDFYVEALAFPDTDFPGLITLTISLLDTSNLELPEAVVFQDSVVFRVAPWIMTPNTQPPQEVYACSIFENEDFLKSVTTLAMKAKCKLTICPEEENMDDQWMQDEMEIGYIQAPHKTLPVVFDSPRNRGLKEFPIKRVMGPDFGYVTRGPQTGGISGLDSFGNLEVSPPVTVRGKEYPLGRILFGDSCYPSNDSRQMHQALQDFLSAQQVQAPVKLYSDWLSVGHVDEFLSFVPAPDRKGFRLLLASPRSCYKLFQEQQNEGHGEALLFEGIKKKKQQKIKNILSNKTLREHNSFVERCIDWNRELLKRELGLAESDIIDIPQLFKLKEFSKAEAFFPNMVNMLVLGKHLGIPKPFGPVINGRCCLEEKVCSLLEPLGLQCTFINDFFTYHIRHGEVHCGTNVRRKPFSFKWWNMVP
PAFAH1B2 FP inh: PAFAH1B2 enzyme inhibitors, primary screen, biochemical, fluorescence polarization, human | recombinant PAFAH1B2, FP-rhodamine activity probe | inhibition, % at 3.39 µM | hit rate 1.2% among 340,000;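 active means inhibition above the mean of all tested compounds plus 3 SD, cut at about 24% in these data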;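 further: 0% = enzyme with DMSO and 100% = wells lacking PAFAH1B2; many of its hits are not listed in these tables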
PME-1 inh: PME-1 inhibitors via competitive probe labeling, primary screen, biochemical, fluorescence polarization, FP-Rh probe, HTS; Protein phosphatase methylesterase 1 (Homo sapiens), Q9Y570; inhibition, % at 5.9 µM; recombinant PME-1; AID 2130, 2009; hit rate 0.53% among 320,000;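 active means inhibition above the campaign mean of all compounds plus 3 SD, cut at about 26% in these data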;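 further: competitive labeling of PME-1 active site by serine hydrolase directed probe; 0% = PME-1 with DMSO and 100% = wells lacking PME-1 enzyme; inhibitors block probe labeling so polarization falls and inhibition rises; many of its hits are not listed in these tables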
Target sequence (Q9Y570 whole entry, looked up): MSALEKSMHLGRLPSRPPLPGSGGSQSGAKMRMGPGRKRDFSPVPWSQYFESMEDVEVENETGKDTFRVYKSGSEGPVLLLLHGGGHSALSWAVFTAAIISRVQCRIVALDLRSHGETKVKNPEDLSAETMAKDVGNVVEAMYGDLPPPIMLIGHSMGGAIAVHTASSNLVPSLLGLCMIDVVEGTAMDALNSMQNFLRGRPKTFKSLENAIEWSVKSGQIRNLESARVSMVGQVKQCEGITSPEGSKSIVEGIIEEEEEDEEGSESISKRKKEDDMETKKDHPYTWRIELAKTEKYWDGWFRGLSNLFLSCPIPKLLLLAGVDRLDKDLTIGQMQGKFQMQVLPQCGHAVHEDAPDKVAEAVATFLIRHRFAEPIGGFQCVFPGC
LYPLA1 counter: LYPLA1 inhibitors, primary screen, counter-screen for PME1 inhibitor project, biochemical, fluorescence polarization, FP-Rh probe ABPP. AID 2174, 2009. inhibition, % at 5.9 µM. recombinant LYPLA1. hit rate 0.16% among 320,000;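 active means inhibition above the mean of all tested compounds plus 3 SD, set per campaign, cut at about 14% in these data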;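 further: inhibitors block serine hydrolase probe labeling of LYPLA1 so polarization falls; 0% = enzyme with DMSO and 100% = wells lacking LYPLA1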
GSTO1 inh: inhibitors of recombinant GSTO1, primary screen, counter-screen for RBBP9 inhibitor project, biochemical, fluorescence polarization | Glutathione S-transferase omega-1 (Homo sapiens), P78417 | activity-based probe fluorescence polarization | inhibition, % at 5.96 µM | hit rate 1.1% among 300,000 | AID 1974, 2009;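 active means inhibition above the campaign mean inhibition plus 3 SD, cut at about 35% in these data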;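 further: 0% = GSTO1-1 with DMSO and 100% = wells lacking GSTO1-1 enzyme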
PAFAH1B3 inh: PAFAH1B3 enzyme inhibitors, primary screen, biochemical, fluorescence polarization, human; AID 492972, 2010; recombinant PAFAH1B3, FP-rhodamine probe; hit rate 0.28% among 340,000; Platelet-activating factor acetylhydrolase IB subunit alpha1 (Homo sapiens), Q15102; inhibition, % at 3.39 µM;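 active means inhibition above the screen-wide average of all tested compounds plus 3 SD, cut at about 25% in these data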;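 further: 0% = enzyme with DMSO only and 100% = wells lacking PAFAH1B3 protein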
LYPLA2 inh: LYPLA2 inhibitors, primary screen, counter-screen for PME1 inhibitor project, biochemical, fluorescence polarization, FP-Rh probe ABPP; AID 2177, 2009; inhibition, % at 5.9 µM; hit rate 0.38% among 320,000; recombinant LYPLA2;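 active means inhibition above the screen-wide mean plus 3 SD, limit set per campaign, cut at about 26% in these data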;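 further: 0% = LYPLA2 with DMSO and 100% = wells lacking LYPLA2 enzyme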
pPAFAH inh: pPAFAH enzyme inhibitors, primary screen, biochemical, fluorescence polarization, human; inhibition, % at 3.39 µM; hit rate 1.5% among 330,000; Platelet-activating factor acetylhydrolase (Homo sapiens), Q13093; recombinant pPAFAH, FP-rhodamine probe fluorescence polarization;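 active means inhibition above the mean inhibition across the screen plus 3 SD, cut at about 25% in these data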;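 further: inhibitors block binding of the rhodamine activity-based probe so polarization drops; 0% = enzyme with DMSO and 100% = wells lacking pPAFAH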
PREPL inh: PREPL enzyme inhibitors, primary screen, biochemical, fluorescence polarization. AID 2751, 2010. inhibition, % at 5.96 µM. Prolyl endopeptidase-like (Homo sapiens), Q4J6C6. hit rate 0.68% among 320,000. recombinant PREPL, fluorescence polarization activity-based probe; in the data active means inhibition above about 43%;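 further: 0% = enzyme with DMSO and 100% = wells lacking enzyme; many of its hits are not listed in these tables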
Active calls of the source: *; x = no result given.

1	COc1ccc(OC)c(C(C)NC(=O)C23CC4CC(CC(C4)C2)C3)c1 (configuration not stated)
2	CC/C(=C\C(=O)c1cccnc1)Nc1ccc(C)c(C)c1
3	Cc1ccc(N2C(=O)CSC2c2cccs2)cc1 (configuration not stated)
4	OCCC1CN(Cc2ccccc2-c2ccco2)CCN1C1CCCC1 (configuration not stated)
5	COc1ccc(C(=O)NCCSC2CCCCC2)cc1
6	Cc1ccc(S(=O)(=O)N2CCCC2)cc1C(=O)NCc1ccccn1
7	Cc1ccc2cc(CN(C(=O)c3ccco3)c3ccccc3C)c(=O)[nH]c2c1
8	Cc1ccc(/C=C/C2=NN(Cc3ccc(Cl)c(Cl)c3)C(=O)CC2)cc1
9	Cc1csc(NC(=O)c2ccc(OCC3CCCO3)cc2)n1 (configuration not stated)
10	Cc1ccc(S(=O)(=O)N2CCCC2C(=O)Nc2ccc(O)cc2)cc1 (configuration not stated)

Assay by compound | 1 | 2 | 3 | 4 | 5 | 6 | 7 | 8 | 9 | 10
PAD4 FP inh | 2 | 4 | 1 | -2 | -1 | -2 | -5 | -1 | 0 | 1
PAFAH1B2 FP inh | 2 | 4 | 12 | 8 | -2 | 1 | -3 | 7 | 7 | 1
PME-1 inh | -7 | -2 | 1 | 2 | -2 | 6 | -2 | -3 | -1 | -5
LYPLA1 counter | -1 | 1 | 2 | 1 | 2 | -2 | -2 | -2 | -5 | 1
GSTO1 inh | 2 | 6 | 9 | -3 | -3 | 2 | -13 | -2 | -2 | 8
PAFAH1B3 inh | 5 | 3 | 6 | -3 | -11 | 4 | 0 | -1 | 6 | 0
LYPLA2 inh | 6 | 8 | 5 | 4 | -1 | 4 | -1 | -2 | -5 | -4
pPAFAH inh | 2 | 0 | -3 | 1 | 0 | 5 | 2 | 2 | -2 | -2
PREPL inh | -3 | 18 | 5 | 4 | 11 | 3 | -16 | -26 | 0 | 8

11	O=C(Cc1cccs1)N1CCN(c2nc(-c3ccc(Cl)cc3)cs2)CC1
12	CCOC(=O)C1CCCN(C(=O)Cc2ccc(C)cc2)C1 (configuration not stated)
13	O=C(COc1ccc(Cl)cc1)Nc1nc(-c2ccncc2)cs1
14	CCN(CCNC(=O)Cn1c(=O)sc2ccccc21)c1ccccc1
15	COc1ccc(CN(C)C(=O)Cn2cnc3c(OCc4ccccc4)ncnc32)cc1OC
16	CCCCNC(=O)/C=C1\Sc2ccccc2NC1=O
17	CS(=O)(=O)N1CCC(C(=O)N2CCN(c3ccc(F)cc3)CC2)CC1
18	O=C(Nc1cccc(Cl)c1N1CCCCC1)c1ccc(N2CCOCC2)c([N+](=O)[O-])c1
19	COc1ccc(-n2ncc3c2CC(C)(C)CC3NC(=O)c2cnc(C)cn2)cc1 (configuration not stated)
20	CC(C)(C)NC(=O)CSCc1c(Cl)cccc1Cl

Assay by compound | 11 | 12 | 13 | 14 | 15 | 16 | 17 | 18 | 19 | 20
PAD4 FP inh | 3 | 1 | 2 | 3 | 0 | 2 | 3 | -1 | 6 | 0
PAFAH1B2 FP inh | 2 | 4 | 5 | -2 | 4 | 7 | 0 | 5 | 3 | 3
PME-1 inh | 4 | -1 | -1 | 4 | x | 3 | -3 | -7 | -4 | -3
LYPLA1 counter | -5 | -1 | -6 | 0 | x | -1 | -2 | 0 | -1 | -2
GSTO1 inh | -2 | 5 | -8 | 5 | x | -2 | -3 | 0 | -4 | 0
PAFAH1B3 inh | 15 | 3 | -3 | 6 | 5 | 0 | 10 | 5 | 9 | 2
LYPLA2 inh | 0 | -4 | -3 | -1 | x | -3 | -4 | -5 | 2 | -2
pPAFAH inh | 11 | 3 | -1 | 10 | 0 | 3 | 1 | 3 | 8 | -1
PREPL inh | 27 | -1 | -9 | 6 | 7 | -11 | -2 | 4 | 5 | 0

Carrying on:
Every second line gives: PAD4 FP inh	PAFAH1B2 FP inh	PME-1 inh	LYPLA1 counter	GSTO1 inh	PAFAH1B3 inh	LYPLA2 inh	pPAFAH inh	PREPL inh
[21] COC(=O)c1cc(N=Cc2c(O)c3ccccc3oc2=O)cc(C(=O)OC)c1
 : 0	-3	-3	-5	-8	2	-6	-2	0
[22] Cc1noc(/C=C/N(C)C)c1S(=O)(=O)N1CCCC(C(=O)NC(C)c2ccccc2)C1 (configuration not stated)
 : -6	18	6	-3	-2	5	2	21	2
[23] O=C(Nc1cccc(NC(=O)c2ccc(Br)o2)n1)c1ccc(Br)o1
 : -6	-2	-17	-8	6	-5	-9	3	-1
[24] COc1ccc(N2CCN(C(=O)CSc3nnc4n3C(C)(C)Cc3ccccc3-4)CC2)cc1
 : -4	9	-9	1	12	5	-3	0	4
[25] O=C1[C@H]2[C@@H](c3ccc(F)cc3)N3C(=O)N(c4ccc(Br)cc4)C(=O)[C@@]3(Cc3ccc(Cl)cc3)[C@H]2C(=O)N1C1CCCCC1
 : -2	-3	-4	-1	1	-4	-9	2	-5
[26] COCCn1c(CN2CCN(c3ccccc3)CC2)nc2c1c(=O)n(C)c(=O)n2C
 : 1	2	1	0	-4	-8	8	3	17
[27] O=C(COC(=O)c1ccccc1O)NCCc1c[nH]c2ccccc12
 : -6	-2	x	x	x	4	x	0	26
[28] COc1cccc(NC(=O)/C=C/c2ccc([N+](=O)[O-])cc2)c1
 : -5	-3	7	3	-4	9	8	3	12
[29] CCOC(=O)C1CCN(C(=O)c2ccc(Cl)c(S(=O)(=O)N3CCOCC3)c2)CC1
 : 6	2	2	2	-2	5	5	8	1
[30] CC(C)Oc1ccc2ccccc2c1C=O
 : -1	-1	0	-2	3	-7	3	0	-8
[31] O=c1oc2ccc3ccccc3c2cc1-c1nnc(-c2cccs2)o1
 : -3	7	1	-1	8	0	-3	8	19
[32] CCc1nc2ccccc2n1Cc1ccc(OC)c(OC)c1
 : 1	7	-3	-1	4	8	-8	2	16
[33] O=C(CCC1CCCC1)Nc1ccc(C(=O)NCc2cccnc2)cc1
 : 3	0	2	-1	-2	-4	9	1	-6
[34] COc1ccc(NS(=O)(=O)c2ccc(S(=O)(=O)N3CCOCC3)cc2)cc1
 : -3	2	-1	1	13	11	-4	6	9
[35] COc1ccc2c(CC(=O)OCc3nc4ccsc4c(=O)[nH]3)coc2c1
 : 0	2	x	x	x	4	x	3	0
[36] Cc1ccc(OCC(=O)N/N=C\c2c(C)n(C)c3ccccc23)c([N+](=O)[O-])c1
 : -4	6	16	-5	-5	8	5	15	25
[37] Cc1ccccc1NC(=O)c1cc(S(=O)(=O)Nc2cccc(C(=O)O)c2)ccc1Cl
 : -5	3	6	1	2	-1	-3	3	-1
[38] CC(=O)C[C@H](O)CC(=O)[C@H]1OC(=O)[C@@H](C)C/C=C\Cc2ccccc21
 : 1	0	x	x	x	4	x	3	2
[39] Nc1cccc(N2C(=O)c3cccc4c(N)ccc(c34)C2=O)c1
 : 7	9	3	5	5	9	6	9	-1
[40] c1ccc(-c2ccc(-n3ccnc3)cc2)cc1
 : -6	3	3	-1	-6	3	5	3	-55
[41] Cc1ccc(CN2[C@@H](Cc3ccccc3)C(=O)CS2(=O)=O)cc1
 : 2	10	-7	-1	x	4	1	15	-2
[42] CCC(C)c1ccc(NC(=O)COC(=O)C2=COCCO2)cc1 (configuration not stated)
 : 2	3	-5	-2	7	-3	4	2	-3
[43] Cc1ccccc1OCCn1cc(C(=O)C(=O)N2CCOCC2)c2ccccc21
 : -4	2	10	-2	-4	3	-1	4	21
[44] Cc1ccccc1C(=O)c1c[nH]c(C(N)=O)c1
 : 3	1	-1	4	1	4	7	0	4
[45] Cc1ccc(-c2n[nH]c(=S)nc2-c2ccc(C)cc2)cc1
 : 4	6	-2	2	1	8	0	4	-6
[46] CC(C)NC(=O)Cn1c(=O)cnc2ccccc21
 : -1	2	-9	0	1	-1	2	-1	-7
[47] Cc1ccc(C(=O)N/C(=C/c2ccc(-c3cccc([N+](=O)[O-])c3)o2)C(=O)NC(C)(C)C)cc1
 : -1	2	0	-4	13	3	6	5	11
[48] COc1ccc(-c2nc3ccccc3c(=O)n2N)cc1
 : 1	2	-4	1	2	6	0	2	0
[49] CNC(=O)c1sc(-c2ccccc2)nc1C
 : -3	-5	0	3	2	-3	-5	0	-15
[50] O=C(O)COc1ccccc1/C=C1\SC(=S)N(c2cccnc2)C1=O
 : 8	x	8	4	-4	x	4	9	15
[51] COc1ccc(NC(=O)c2cccs2)cc1OC
 : 5	0	2	1	-1	-3	-1	5	1
[52] CC(=O)OC1=Cc2c(ccc3ccc(=O)oc23)OC1(C)C
 : 1	1	-1	0	-2	-3	3	3	20

Pulled by structure from the entries so far:
Every second line gives: PAD4 FP inh	PAFAH1B2 FP inh	PME-1 inh	LYPLA1 counter	GSTO1 inh	PAFAH1B3 inh	LYPLA2 inh	pPAFAH inh	PREPL inh
[45] Cc1ccc(-c2n[nH]c(=S)nc2-c2ccc(C)cc2)cc1
 : 4	6	-2	2	1	8	0	4	-6
[43] Cc1ccccc1OCCn1cc(C(=O)C(=O)N2CCOCC2)c2ccccc21
 : -4	2	10	-2	-4	3	-1	4	21
[42] CCC(C)c1ccc(NC(=O)COC(=O)C2=COCCO2)cc1 (configuration not stated)
 : 2	3	-5	-2	7	-3	4	2	-3
[46] CC(C)NC(=O)Cn1c(=O)cnc2ccccc21
 : -1	2	-9	0	1	-1	2	-1	-7

Among those listed so far, 2 have fluorine:
Every second line gives: PAD4 FP inh	PAFAH1B2 FP inh	PME-1 inh	LYPLA1 counter	GSTO1 inh	PAFAH1B3 inh	LYPLA2 inh	pPAFAH inh	PREPL inh
[17] CS(=O)(=O)N1CCC(C(=O)N2CCN(c3ccc(F)cc3)CC2)CC1
 : 3	0	-3	-2	-3	10	-4	1	-2
[25] O=C1[C@H]2[C@@H](c3ccc(F)cc3)N3C(=O)N(c4ccc(Br)cc4)C(=O)[C@@]3(Cc3ccc(Cl)cc3)[C@H]2C(=O)N1C1CCCCC1
 : -2	-3	-4	-1	1	-4	-9	2	-5

High-throughput results deposited in PubChem by The Scripps Research Institute Molecular Screening Center.

This is a subset; rates above refer to the full screens.
